Screening data as filed in PubChem BioAssay.
eIF4E 4G PPI: eIF4E/eIF4G interaction inhibition in translation initiation. TR-FRET eIF4E-eIF4GI(517-606) binding, 2 h. inhibition, % at 21.7 µM. 220,000 compounds, 0.37% hits. AID 782;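 active = inhibition above about 30%, limit read from the data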;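 also: 0% = full FRET control wells and 100% = background wells lacking eIF4GI fragment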
S1P4 antagonist: antagonists of human S1P4 receptor. O95977. S1P4-expressing cells, antagonist mode, reporter read-out. inhibition, % at 4.98 µM. 220,000 compounds, 0.26% hits. AID 1510; in the data active = inhibition above about 29%;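 also: 0% = wells stimulated with agonist and 100% = vehicle wells without agonist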
PERK inhibitor: blocks human PERK kinase; Q9NZJ5; CHO PERK-DD fusion, SEAP luminescence translation reporter; inhibition, % at 5.6 µM; 220,000 compounds, 0.17% hits;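 active = inhibition above the mean inhibition of all tested compounds plus 3 SD, set separately per screening campaign, cut at about 2.9% in these data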;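 also: PERK kinase domain activated by AP20187 dimerizer at 100 nM; 0% = DMSO with dimerizer and 100% = rapamycin at 8.4 µM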
Mdm2 ligase inh: Mdm2 E3 ligase (human) inhibition | Q00987 | cell-based MDM2 ubiquitination luciferase reporter, 2 h; 0 = plate control, 100 = twice control, blank-subtracted | signal enhancement, % at 5 µM | 210,000 compounds, 0.11% hits;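 active = signal enhancement of 30% or more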;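 also: luminescence tracks abundance of the self-degrading MDM2-luciferase fusion protein; higher signal means inhibition of MDM2 E3 ligase activity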
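Assay system: stable mammalian line carrying autodegrading MDM2–luciferase fusion reporter; Input: 2000 cells in each well; Compound dosing: single-point 5 µM; Schedule: 2 h compound exposure at 37 °C; Signal: SteadyLite luciferase luminescence after 15 min room-temperature reagent incubation; Evaluation: % luminescence enhancement versus blank-corrected plate control mean; Benchmarks: plate controls and plate blanks.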
S1P4 ag: activates the human S1P4 receptor; AID 1509; activation, % at 4.98 µM; 220,000 compounds, 0.35% hits; S1P4-expressing cell line, agonist reporter assay; in the data active = activation above about 11%;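 also: 0% = DMSO vehicle and 100% = reference agonist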
Wee1 degr inh: human Wee1 degradation inhibition, primary screen | P30291 | HeLa Luc-Wee1K328M stability, luciferase luminescence; 100% = proteasome inhibitor MG132 effect | reporter increase, % at 5 µM | 220,000 compounds, 1.2% hits | AID 1321;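 active = activation above the mean of all tested compounds plus 3 SD, set per screening run, cut at about 8.8% in these data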;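 also: cells exposed to compound for 20 h before luminescence read; 0% = DMSO alone and 100% = MG132 at 30 µM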
NPY2 pot ag: potentiators or agonists of human neuropeptide Y receptor Y2; P49146; cells expressing NPY-Y2, potentiator/agonist read-out; activation, % at 3.6 µM; 220,000 compounds, 0.45% hits; AID 1359; in the data active = activation above about 27%;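 also: cells stimulated with NPY near EC25 plus isoproterenol at EC100; 0% = vehicle plus submaximal agonist and 100% = vehicle plus saturating agonist; some results beyond the cut were filed as inactive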
Ba/F3 V617F tox: lowers viability of Ba/F3 cells expressing EpoR and JAK2V617F. ATP luminescence. inhibition, % at 5.6 µM. 220,000 compounds, 1.1% hits;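 active = inhibition above the campaign mean plus 3 SD over all tested compounds, cut at about 24% in these data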;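 also: cytokine-independent growth of Ba/F3 cells driven by EpoR plus mutant JAK2; 0% = DMSO-treated cells and 100% = JAK inhibitor I control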
BaF3 tox: reduces parental Ba/F3 cell viability, JAK2V617F counter-screen | CellTiter-Glo ATP luminescence | 220,000 compounds, 1.1% hits | AID 1486 | inhibition, % at 5.6 µM;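 active = inhibition above a per-campaign cutoff, the mean inhibition of all tested compounds plus 3 SD, cut at about 27% in these data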;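 also: 0% = DMSO wells and 100% = JAK Inhibitor I control wells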
Numbers without * were called inactive; . = not tested or not shown; [ ] = dose if it differs, or a comment. Not a hit list; overall some 4.1% were active at least once.

SMILES	eIF4E 4G PPI	S1P4 antagonist	PERK inhibitor	Mdm2 ligase inh	S1P4 ag	Wee1 degr inh	NPY2 pot ag	Ba/F3 V617F tox	BaF3 tox
CCOC(=O)N1CCN(C(=O)c2ccc3c(=O)n(-c4ccccc4F)c(=S)[nH]c3c2)CC1	-2	6	1.3	-18	-2.3	2	-4	4	3
Cc1cc(C)n(-c2ccc(C(=O)OCC(=O)Nc3ccccc3[N+](=O)[O-])cc2)n1	4	-11	0.9	-7	1.4	3	1	-1	5
CC(Oc1ccc(Cl)cc1)c1ccnn1S(=O)(=O)c1ccccc1 (stereo not drawn)	-1	1	0.1	-19	-1.0	-1	-13	-3	-1
CC(=O)CSc1nnc(Cc2ccc([N+](=O)[O-])cc2)o1	-6	1	-0.2	7	-0.8	-3	7	3	2
CCN(CC)S(=O)(=O)c1ccc(C)c(C(=O)Oc2cccc(-c3cnc4ccccc4n3)c2)c1	-1	-2	0.6	0	1.1	-1	-10	-1	5
CCCCCN1CC(O)=C(c2nc3ccccc3[nH]2)C1=N	-1	5	-0.1	-3	-1.1	10*	3	-2	7
O=c1nccc(NCc2ccco2)[nH]1	2[fluorescence artefact?]	-4	0.7	-3	0.5	1	2	-1	0
Cc1ccc(S(=O)(=O)CCc2nnc(NC(=O)c3ccco3)s2)cc1	-2	10	0.8	2	-1.1	-1	0	-2	4
CC(C)(C#N)NC(=O)c1ccco1	-16	-16	1.1	-14	-0.9	-1	11	-5	2
COc1ccc(-n2c(C)cc(C(=O)NC3CCCCC3)c2C)cc1	-4	-4	-0.6	6	-0.1	1	-13	-4	-3
CCn1c(=S)[nH]c2scc(-c3cccs3)c2c1=O	-6	-12	0.0	-20	-1.4	-2	-10	4	7
Cc1cc(=O)oc2cc(OCC(=O)Nc3nnc(CC(C)C)s3)ccc12	2	-18	0.6	-7	-0.8	-2	-8	-1	4
O=C(NCc1ccc(Cl)cc1)c1ccc(OCC2CCCO2)cc1 (stereo not drawn)	3	-18	0.7	-12	0.0	-1	5	-4	2
O=C1CC(/C=C/c2ccccc2)(C(=O)NC2CCCC2)N1c1ccc(S(=O)(=O)N2CCCC2)cc1 (stereo not drawn)	-4[fluorescence artefact?]	-9	0.1	.	1.7	2	10	1	7
O=C(NN=C1CCCCCC1)c1cccnc1	-3	-6	0.2	-15	1.7	-1	3	-3	4
O=C(c1ccc(Cl)cc1)N1CCC(c2nc(-c3cccs3)no2)CC1	3	-3	-0.8	-16	-0.4	0	-4	0	3
CC(C)[C@H](NC(=O)c1ccccc1)C(=O)OCC(=O)N1CCCc2ccccc21	12	-12	0.3	17	-0.3	-1	-1	-7	4
COc1cccc(/C=C(/C(=O)OCC(=O)NCC2CCCO2)c2ccccc2)c1 (stereo not drawn)	2	-3	-0.5	-17	-0.5	2	-10	-2	2
Cc1cccc(NC(=O)CC23CC4CC(C2)CC(n2nnc(C)n2)(C4)C3)c1	11	-8	-0.4	7	0.0	-2	-3	2	5
O=c1c2ccccc2c(C=Nc2ccc(Cl)cn2)c(O)n1-c1cc(Cl)ccc1N1CCOCC1	-26	-3	0.4	-9	0.1	-1	-1	-2	0
COc1ccc(CC(NC(C)=O)C(=O)NC2CCN(c3nc(C)cc(C)c3C#N)CC2)cc1OC (stereo not drawn)	-3	-5	1.1	1	-0.1	-1	-7	-3	0
CCOc1ccc(CN2CCN(Cc3cccc4c3OCO4)CC2CCO)cc1 (stereo not drawn)	-1	-6	0.6	-11	0.0	1	-2	-1	0
CC(C)OCC(O)Cn1c(N2CCCC2)nc2c1c(=O)[nH]c(=O)n2C (stereo not drawn)	-5	-27	0.1	-18	4.8	1	-5	-1	2
O=C(CSc1nnc(CNC(=O)c2ccco2)o1)Nc1ccccc1	0	-21	0.7	0	1.0	-1	3	-2	4
O=C(CSc1nc(-c2ccccc2Cl)ns1)c1ccc(Cl)cc1	2	-13	0.4	-10	0.4	-3	-22	-2	4
CCn1c(=O)c(C(=O)Nc2ccccc2S(N)(=O)=O)c(O)c2ccccc21	-8	-1	0.2	-14	-1.1	0	11	1	8
CCOc1cccc(OCCCNCCCOC)c1	12	-18	1.2	1	-1.5	1	0	-2	0
CCn1c(SCC(=O)N2CCCc3ccccc32)nnc1-c1c[nH]c2ccccc12	6	8	-0.8	-12	2.3	0	7	-4	-1
CCNC(=S)NN=C1c2ccccc2-c2ccccc21	-3	-16	0.0	6	-0.6	-2	-22	-4	0
Cc1[nH]c2ccc(-c3n[nH]c(=S)n3C)cc2c1C	1	0	0.3	-7	-0.8	-3	-3	-4	1
COc1ccc(CC(=O)NC(C)c2nnc(SCC(=O)Nc3nc(C)cs3)n2C)cc1 (stereo not drawn)	1	-6	0.3	-9	1.2	-1	-9	2	3
O=C(NC(=S)Nc1ccc(CN2CCCCC2)cc1)c1cc2ccccc2o1	-5	-15	-2.6	-12	0.8	1	-46	-7	-1
CCCc1nn(C)c2c1C(c1ccncc1)C(C#N)=C(N)O2 (stereo not drawn)	2[fluorescence artefact?]	-14	0.7	-9	0.2	0	-16	-3	-2
CC(=O)c1cccc(NC(=O)Cc2ccc3c(c2)CCCC3)c1	13	-8	0.4	-21	-0.8	-3	-10	-2	3
CCN(CC#CCC1(O)c2ccccc2-c2ccccc21)CCO	-8	-8	0.7	-10	0.8	1	12	-2	5
O=C(CSc1ncn[nH]1)Nc1ncc(C(F)(F)F)cc1Cl	1	-9	0.4	-15	0.7	2	-12	-1	4
CC(=C\c1ccco1)/C=C1/SC(=S)N(CC(=O)O)C1=O	3	2	1.7	-22	1.0	-1	-19	0	3
O=C(/C=C/c1ccco1)Nc1scc(-c2ccccc2)c1C(=O)O	2	-7	1.9	-47	1.1	2	-9	6	8
COCCn1c(=NC(=O)CN2C(=O)CCC2=O)sc2cc(S(N)(=O)=O)ccc21	4[fluorescence artefact?]	-17	1.5	-1	0.3	1	-3	-3	1
CCn1c(SCC(=O)Nc2nccs2)nnc1-c1ccc(S(=O)(=O)N2CCCCC2)cc1	-5	-3	-1.5	-6	1.9	1	3	5	7

Reformatted as labelled records: entries from further up
structure: CCn1c(SCC(=O)N2CCCc3ccccc32)nnc1-c1c[nH]c2ccccc12
  eIF4E 4G PPI = 6
  S1P4 antagonist = 8
  PERK inhibitor = -0.8
  Mdm2 ligase inh = -12
  S1P4 ag = 2.3
  Wee1 degr inh = 0
  NPY2 pot ag = 7
  Ba/F3 V617F tox = -4
  BaF3 tox = -1

structure: CCNC(=S)NN=C1c2ccccc2-c2ccccc21
  eIF4E 4G PPI = -3
  S1P4 antagonist = -16
  PERK inhibitor = 0.0
  Mdm2 ligase inh = 6
  S1P4 ag = -0.6
  Wee1 degr inh = -2
  NPY2 pot ag = -22
  Ba/F3 V617F tox = -4
  BaF3 tox = 0

More records
SMILES	eIF4E 4G PPI	S1P4 antagonist	PERK inhibitor	Mdm2 ligase inh	S1P4 ag	Wee1 degr inh	NPY2 pot ag	Ba/F3 V617F tox	BaF3 tox
CCc1ccccc1NC(=O)Nc1ccc2c(c1)OCO2	-2	-5	0.7	1	1.1	1	2	-1	3
COCCNC(=O)c1ccccc1N(Cc1ccccc1)S(=O)(=O)c1ccc(C)cc1	0	-26	-0.4	-9	1.4	1	-7	-1	2
O=C(Cn1cncn1)NCc1cc(F)ccc1F	1	-3	1.9	-20	2.1	-2	-9	0	7
Cc1ccc(-n2nc3ccc(NC(=O)/C=C/c4ccco4)cc3n2)cc1	13	-19	0.3	-11	0.4	2	12	0	6
Cc1cccc2cc3c(NC(=O)CC(C)C)nn(C)c3nc12	-3	2	1.9	-1	0.5	-2	19	-4	-1
O=C(Nc1ccc(/C=C/c2nc3ccccc3o2)cc1)c1c(F)cccc1F	1	-2	-1.3	-11	0.6	0	-7	1	0
Cc1ccc(C2/C(=C(/O)c3ccc(Br)cc3)C(=O)C(=O)N2Cc2ccco2)o1 (stereo not drawn)	-2	14	1.0	-22	-0.2	0	2	-1	3
CC(=O)NC(=S)Nc1cccc2ccc(C)nc12	-2	4	-0.5	-16	1.7	-2	-43	3	5
O=C(c1ccccc1)c1cccc(NC(=O)C2CC2)c1	-4	-16	-0.7	-29	-3.5	-2	-14	-2	0
CCN(CC)C(=O)Cn1cnc2sc(C(=O)N3CCN(c4ccc(OC)cc4)CC3)c(C)c2c1=O	0	-11	-1.2	.	0.8	2	-5	0	6
O=C(CCC1COc2ccccc2O1)N1CCCC1 (stereo not drawn)	4	9	0.3	3	1.4	2	10	-2	3
O=C(CCS(=O)(=O)c1cc(Br)cc2c1N(C(=O)C1CC1)CC2)N1CCN(c2ccccn2)CC1	2	-5	1.3	-4	0.8	6	1	0	9
Cn1nnc2cc(C(=O)N3CCN(c4ccccc4)CC3)ccc21	-1[fluorescence artefact?]	-6	-0.6	8	1.7	1	5	0	0
Cc1cc(=O)[nH]c(SCC(=O)Nc2ccc(Br)cn2)n1	-7	-16	1.2	2	-0.8	2	5	4	7
Cc1ccccc1-c1nc(CN2CCC(C(=O)N3CCN(c4ccccn4)CC3)CC2)c(C)o1	-2	7	-1.2	-18	-1.9	-2	-34	-2	3
O=C1CC(c2ccc(F)cc2)Cc2nc(N3CCOCC3)ncc21 (stereo not drawn)	1	11	0.1	-20	-1.9	-3	-14	5	6
COC(=O)c1c(NC(=O)c2ccc(S(=O)(=O)N3CCOCC3)cc2)sc2c1CCN(C)C2	-1	-24	-1.4	-20	-2.1	1	-6	4	3
O=C(O)CCN1C(=O)C2C3C=CC(C3)C2C1=O (stereo not drawn)	5	12	0.2	-18	0.6	6	-19	2	3
Cc1cc2cc(C)c(NCCNC(=O)c3cccs3)nc2cc1C	8	-2	-0.4	-16	-1.0	-1	-49	4	4
Cc1cc(C)n(-c2ccc(C(=O)Nc3nnc(C4CC4)s3)cc2)n1	2	-2	0.4	8	0.4	-3	-5	0	0
COc1ccc(SN=C2C(C)=CC(=O)C=C2C)cc1	-7	8	0.5	-8	1.0	-1	9	-1	8
COc1cc(S(=O)(=O)Nc2cc(C)cc(C)c2)ccc1F	2	-21	0.1	-1	-3.3	2	-4	1	7
O=C(CCn1c(=O)[nH]c2ccsc2c1=O)N(CCc1ccccc1)Cc1ccccc1	9	-13	-2.0	3	-0.3	0	5	4	2
CN(C(=O)c1ccc2nccnc2c1)C1CCCCC1	4	5	1.7	4	-1.2	0	13	-4	-3
COc1ccccc1N1CCN(Cc2nc(-c3ccc(F)cc3)oc2C)CC1	1	-10	0.3	-10	0.0	-1	-15	-2	-2
CC1CN(C(=O)C2CC2)C(C)CN1C(=O)C1CC1 (stereo not drawn)	3	-9	0.9	-6	-0.3	0	12	-7	-1
CC(C)CN(C)C(=O)CCc1nnc(Cc2ccc(-c3ccccc3)cc2)o1	2	-15	1.8	-27	-0.7	1	-6	-1	5
CCCCNS(=O)(=O)c1ccc2nc(-c3cccnc3)cc(C(=O)NCCCOC)c2c1	1	-19	1.2	-10	-1.5	-4	0	-4	-3
Nc1ccc(N2CCN(C(=O)c3ccco3)CC2)cc1	9	6	-0.4	-5	-0.2	-1	-35	5	8
O=C1CC(c2ccccc2)CC(O)=C1C=NCc1ccc(Cl)cc1 (stereo not drawn)	5	2	0.9	-5	1.4	-2	0	-4	0
Nc1ccc(C(=O)OCC(=O)Nc2ccc3c(c2)OCO3)cc1[N+](=O)[O-]	3[fluorescence artefact?]	-6	1.2	-11	0.9	11*	-4	-3	4
